# Bioassay records from PubChem.
# KKLEB cytotox – counter-screen for CF NF-kB inhibitors: cytotoxicity; KKLEB CF airway cells viability, ATPlite luminescence, overnight; active compounds read low; cells stimulated with P. aeruginosa culture filtrate; activity change (cytotoxicity), % at 5 µM; 0.36% of 360,000 active;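 active = corrected activity change at or below -50% at 5 µM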
# LMP1 NFkB inh – inhibitors of Epstein-Barr LMP1-induced NF-kappaB reporter. LMP1-induced NF-kappaB luciferase reporter cells, luminescence. AID 504558. 0.69% of 350,000 active. inhibition, % at 12.5 µM; in the data active = inhibition above about 41%;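 note: 0% = neutral control wells and 100% = reference inhibitor control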
# CF NFkB block – blocks PAF-induced NF-kB reporter in cystic fibrosis cells | 0.86% of 360,000 active | inhibition, % at 5 µM | KKLEB NF-kB-GFP reporter, GFP fluorescence overnight;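 active = at least 50% inhibition at 5 µM, scaled per plate between neutral and stimulator controls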;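 note: PAF is a Pseudomonas aeruginosa culture filtrate used as stimulus; plate controls were PAF-stimulated DMSO wells for no effect and unstimulated DMSO wells for full effect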
# LRH-1 inv ag – NR5A2 inverse agonism in reporter assay. O00482. HEK293T StAR-luciferase reporter, LRH-1 transfected, 24 h. inhibition, % at 3.6 µM. AID 602396. 0.13% of 360,000 active;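 active = inhibition above the mean inhibition of all tested compounds plus 3 SD, cut at about 73% in these data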;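 note: 0% = DMSO wells and 100% = reporter-only cells lacking LRH-1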
# NR2F2 inh – inhibitors of human COUP-TFII (NR2F2); P24468; HEK293T NGFI-A luciferase reporter, luminescence; inhibition, % at 8.6 µM; 0.7% of 370,000 active; AID 686940;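 active = inhibition above a per-plate cutoff, mean inhibition of test wells between control levels plus 3 SD, cut at about 38% in these data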;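 note: cells cotransfected with COUP-TFII expression vector driving the NGFI-A reporter; 0% = median of COUP-TF2 test wells and 100% = reporter-only cells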
# TROY NFkB inh – TROY signaling inhibition | Q293 LMP1-TROYcd NF-kB luciferase reporter, 4 h | inhibition, % at 10 µM | 0.98% of 360,000 active | AID 1347056;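 active = compounds whose plate-normalised and pattern-corrected inhibition of the luciferase reporter signal at the single screening dose is 50% or more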
# TWEAK Fn14 block – blocks TWEAK-Fn14 interaction in a reporter cell assay. TWEAK-stimulated Fn14 reporter cells, luciferase luminescence, 8 h. inhibition, % at 10 µM. 2% of 360,000 active. AID 1159606; in the data active = inhibition above about 50%
# SRC2 inh – inhibits human steroid receptor coactivator 2; Q15596; HEK293 GAL4-SRC2 luciferase reporter, luminescence; inhibition, % at 9 µM; 0.17% of 370,000 active;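 active = inhibition above the mean inhibition of all tested compounds plus 3 SD, set per campaign, cut at about 52% in these data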;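 note: 0% = DMSO treated cells and 100% = cells given Gossypol at 36 µM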
# TRAIL sens C8 – caspase-8 TRAIL sensitization; NB7+C8 cells + TRAIL, ATPlite viability luminescence; inhibition (viability loss, TRAIL sensitization), % at 10 µM; 1% of 360,000 active;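 active = compounds causing at least 50% loss of cell viability in the single-dose screen, relative to plate controls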
# NCOA3 inh – inhibits human SRC3 coactivator | HEK293 GAL4-SRC3 luciferase reporter, luminescence | inhibition, % at 3.6 µM | 0.17% of 360,000 active;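 active = inhibition above a per-campaign cutoff, the mean of all compounds plus 3 SD, cut at about 60% in these data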;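 note: 0% = DMSO-treated cells and 100% = gossypol-treated cells at 36 µM; higher means less SRC3-driven luciferase light from the GAL4 reporter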
# Target sequence (Q9Y6Q9 whole entry, looked up, the tested form may be a part): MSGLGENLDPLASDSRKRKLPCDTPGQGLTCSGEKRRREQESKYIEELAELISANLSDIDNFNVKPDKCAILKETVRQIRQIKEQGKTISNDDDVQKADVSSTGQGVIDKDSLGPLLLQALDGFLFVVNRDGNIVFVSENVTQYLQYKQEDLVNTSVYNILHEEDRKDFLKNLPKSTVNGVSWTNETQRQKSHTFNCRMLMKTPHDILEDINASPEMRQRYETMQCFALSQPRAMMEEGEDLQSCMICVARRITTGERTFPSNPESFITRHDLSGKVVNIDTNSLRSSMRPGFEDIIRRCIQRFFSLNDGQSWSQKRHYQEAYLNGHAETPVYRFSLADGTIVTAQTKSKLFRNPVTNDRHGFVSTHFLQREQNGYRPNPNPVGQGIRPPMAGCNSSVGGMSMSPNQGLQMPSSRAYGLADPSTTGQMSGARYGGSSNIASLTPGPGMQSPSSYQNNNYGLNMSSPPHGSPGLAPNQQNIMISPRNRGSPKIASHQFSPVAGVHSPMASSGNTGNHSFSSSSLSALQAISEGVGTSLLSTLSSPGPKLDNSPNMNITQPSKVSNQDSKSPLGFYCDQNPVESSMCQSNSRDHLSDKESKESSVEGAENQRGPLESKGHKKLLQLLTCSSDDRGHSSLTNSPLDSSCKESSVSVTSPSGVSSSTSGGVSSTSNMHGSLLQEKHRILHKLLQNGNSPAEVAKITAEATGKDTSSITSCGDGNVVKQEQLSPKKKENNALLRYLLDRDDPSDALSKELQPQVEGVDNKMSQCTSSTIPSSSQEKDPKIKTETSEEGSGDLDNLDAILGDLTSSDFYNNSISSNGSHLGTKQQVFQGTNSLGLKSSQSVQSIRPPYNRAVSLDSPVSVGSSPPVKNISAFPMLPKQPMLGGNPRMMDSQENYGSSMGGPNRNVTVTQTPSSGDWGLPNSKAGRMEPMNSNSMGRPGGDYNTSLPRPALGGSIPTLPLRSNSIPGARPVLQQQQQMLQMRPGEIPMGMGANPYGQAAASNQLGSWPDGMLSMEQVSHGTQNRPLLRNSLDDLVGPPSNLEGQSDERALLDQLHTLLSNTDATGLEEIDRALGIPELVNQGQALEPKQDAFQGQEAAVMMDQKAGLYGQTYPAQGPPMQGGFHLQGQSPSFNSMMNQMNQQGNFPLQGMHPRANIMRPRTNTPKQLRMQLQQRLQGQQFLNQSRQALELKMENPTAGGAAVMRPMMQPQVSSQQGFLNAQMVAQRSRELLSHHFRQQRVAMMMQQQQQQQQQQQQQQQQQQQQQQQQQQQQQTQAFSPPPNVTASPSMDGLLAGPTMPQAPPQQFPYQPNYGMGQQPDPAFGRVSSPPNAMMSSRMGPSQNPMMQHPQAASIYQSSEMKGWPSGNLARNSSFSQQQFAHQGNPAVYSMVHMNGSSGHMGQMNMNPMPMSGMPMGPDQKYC
# SRC1 inh – human NCOA1 inhibition; inhibition, % at 3.6 µM; HEK293 GAL4-SRC1 luciferase reporter, luminescence; 0.12% of 360,000 active; AID 588354;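 active = inhibition above the campaign mean plus 3 SD, with each screening campaign given its own cutoff, cut at about 60% in these data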;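 note: 0% = DMSO treated cells and 100% = gossypol at 36 µM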
# * hit, by the source's call; . = no result given.
SMILES,KKLEB cytotox,LMP1 NFkB inh,CF NFkB block,LRH-1 inv ag,NR2F2 inh,TROY NFkB inh,TWEAK Fn14 block,SRC2 inh,TRAIL sens C8,NCOA3 inh,SRC1 inh
COc1cc(C(C#N)N2N=C(c3ccccc3)CC2c2ccccc2)ccc1O (stereo not drawn),-6,-14,-29,-48,-40,-85,-12,-33,5,-79,-53
O=C(Cn1cnc2ccccc21)N1CCN(S(=O)(=O)c2ccccc2)CC1,7,-4,-8,3,-10,14,18,2,2,-2,12
CCOC(=O)NCCOC(=O)Nc1ccc(Cl)cc1,1,7,2,-7,-1,2,-7,2,-6,0,-4
CCOc1ccc(C(=O)N2CCN(c3ncccn3)CC2)cc1,-2,-25,6,.,13,-20,-14,-11,-2,.,.
Cc1cc(C)c(S(=O)(=O)Nc2ccccc2C(=O)N2CCOCC2)c(C)c1,-7,0,-9,4,-12,14,5,-18,-18,-18,-70
CCCCCCn1c(-c2cccs2)n[nH]c1=S,-10,0,2,-2,17,-9,-20,-8,-1,5,-3
CC(C)OCCCN1CC(=O)N2C(c3ccccc3)c3[nH]c4ccccc4c3C[C@H]2C1=O (stereo partly drawn),-8,-1,14,13,0,-8,12,0,3,-5,1
CC1(C)CC(=O)C2=C(C1)Nc1ccccc1NC2c1cccnc1 (stereo not drawn),-2,-5,4,14,7,6,0,-6,-15,1,0
Cc1cccc(/N=C/c2c(O)c3ccccc3oc2=O)n1,-1,3,17,7,5,-11,31,-31,6,4,4
COc1ccc(/C=C2\SC(=O)N(CCNC(=O)C3=COCCO3)C2=O)cc1,-10,-51,-23,-97,-14,-18,2,-31,17,-71,-97
COc1ccc(C2CC(=O)Oc3c(C(CCN4CCCC(C)C4)c4ccc(N(C)C)cc4)c(OC)cc(OC)c32)cc1 (stereo not drawn),-16,2,16,-17,-13,-4,-11,-15,7,-17,-8
CCOC(=O)c1sc2ccc(S(=O)(=O)N3CC(C)CC(C)C3)cc2c1N (stereo not drawn),-6,-1,-7,6,-17,18,40,6,12,11,-3
Cn1cc(-c2cccc(Cl)c2)cc(C#N)c1=O,-4,5,-16,12,-1,-2,-11,-50,-1,6,-5
O=C1[C@@H]2Cc3ccccc3CN2C(=O)N1c1cccc(F)c1,-10,-13,5,-33,-11,62*,34,-5,-10,-6,-33
Cc1ccccc1C(=O)NNC(=O)C1CCN(C(=O)Nc2ccccc2)CC1,-4,6,7,-5,3,5,-9,8,3,10,-2
COc1cccc(-c2cnc3c(NC(C)=O)cc(-c4cccc(NS(C)(=O)=O)c4)cn23)c1,-5,.,-4,16,-6,6,17,-37,4,-57,-4
Cc1ccc(C)c(Cn2nnc3c(=O)[nH]c(C4CCN(C(=O)c5ccco5)CC4)nc32)c1,-32,-13,7,14,15,-5,9,-26,-24,-5,-17
COC(=O)c1ccc(C(NC(=O)OCc2ccccc2)/C(F)=C/[C@@H](C)C(=O)O)cc1 (stereo partly drawn),12,-6,18,5,-18,-17,-10,-22,-1,-11,-2
CCOc1ccccc1OCCCC(=O)N1CCN(S(=O)(=O)c2ccc(C)cc2)CC1,0,9,14,-8,-5,-2,14,2,-2,2,0
CCn1cc(C(=O)NCc2ccc(Cl)cc2)c(=O)c2cc(S(=O)(=O)N3CCOCC3)ccc21,-12,-5,0,2,8,-11,-5,-17,-9,0,-2

# Only SRC1 inh, TRAIL sens C8 and NCOA3 inh (two entries from above):
mol	SRC1 inh	TRAIL sens C8	NCOA3 inh
CC1(C)CC(=O)C2=C(C1)Nc1ccccc1NC2c1cccnc1 (stereo not drawn)	0	-15	1
Cc1cccc(/N=C/c2c(O)c3ccccc3oc2=O)n1	4	6	4

# The list goes on.
SMILES,KKLEB cytotox,LMP1 NFkB inh,CF NFkB block,LRH-1 inv ag,NR2F2 inh,TROY NFkB inh,TWEAK Fn14 block,SRC2 inh,TRAIL sens C8,NCOA3 inh,SRC1 inh
CCOC(=O)C1(C)CCN1C(=O)c1cc(C)oc1C (stereo not drawn),8,.,-13,-7,-12,-9,14,-14,-6,16,14
CC(C)(C)OC(=O)N1CCCC(C(=O)Nc2ccc(C(=O)NCc3ccccc3)cc2)C1 (stereo not drawn),11,3,-17,-19,-15,17,5,-10,3,-4,19
Cc1ccccc1-n1c(-c2ccc(Cl)cc2)cnc1SCC(=O)NC1CCS(=O)(=O)C1 (stereo not drawn),18,5,5,8,1,20,0,4,-10,18,9
CC(=O)Nc1ccc(-c2cn3c(n2)SCC3)cc1,-6,.,1,-6,-35,-11,-14,-64,-15,-12,-34
COCC(=O)N(Cc1ccc(OC)cc1)Cc1nc2ccccc2c(=O)[nH]1,-4,-4,-10,-1,-7,10,6,9,-11,23,-5
CCOC(=O)C1CN(S(=O)(=O)c2cccs2)c2ccc(CC(=O)OC)cc2O1 (stereo not drawn),-2,-11,-2,11,9,9,0,10,-17,12,-4
CCCC(=O)c1cn(CC(=O)OC)c2ccccc12,-1,-3,7,-7,-10,22,-27,1,1,1,-13
O=C(CCCN1C(=O)c2cccc3cccc(c23)C1=O)NC1CCS(=O)(=O)C1 (stereo not drawn),7,-3,-19,8,-2,15,-36,-24,-2,3,1
O=C(c1ccc2c(c1)OCO2)C1CCCN(Cc2cccc(C(F)(F)F)c2)C1 (stereo not drawn),0,-5,6,-4,5,10,-4,-5,17,13,-4
O=S(=O)(NCC(c1ccc2c(c1)OCO2)N1CCOCC1)c1ccccc1 (stereo not drawn),7,-1,6,-23,22,3,4,7,-16,5,-5
COc1ccccc1N1CCN(C(=O)Nc2cccc(Cl)c2)CC1,7,2,-2,-47,-1,5,6,-35,-5,-25,1
O=C(NCCC(=O)N1CCN(c2ncccn2)CC1)c1ccccc1Cl,9,3,-10,8,8,14,2,2,-14,24,-25
COc1ccc(NC(=S)NC2CCCC2)c(OC)c1,-7,-5,12,8,-11,-10,4,20,-9,-2,2
CCOC(=O)c1ccccc1NC1c2ccccc2C(=O)N1c1ccc(C)cn1 (stereo not drawn),7,21,-21,-49,-33,-28,-3,-44,10,-63,-78
CC(=O)Nc1ccc(C(=O)OC2CCCCC2=O)cc1 (stereo not drawn),5,-3,-1,9,-11,-27,-16,-22,-1,-21,1
O=C(CN1CCN(CC(=O)Nc2ccccc2C(F)(F)F)CC1)Nc1ccccc1F,-4,7,7,10,-13,-4,-13,-2,-7,7,-10
Cc1oc(C)c(S(=O)(=O)NCc2cccs2)c1C(=O)O,5,2,10,12,9,-24,9,-8,2,16,-2
COc1cccc(OC)c1C(=O)OCC(=O)NCc1ccco1,-7,4,-7,-11,-4,-19,5,-3,-11,5,1
COc1ccc(/C=C/C(=O)c2cc(F)ccc2OC(=O)c2ccc(OC)c(OC)c2)cc1OC,-5,15,5,-12,-12,-12,43,-21,1,11,19
CCCC(=O)NCC(c1cccs1)S(=O)(=O)c1ccc(C)cc1 (stereo not drawn),0,-6,19,-10,12,15,1,-29,-8,11,1
CCC1(c2ccccc2)C(=O)N(C(=O)OC(C)(C)C)N1C(=O)OC(C)(C)C (stereo not drawn),2,7,-17,-22,-7,-3,24,-11,-4,-21,-5
O=C(COC(=O)c1ccc(F)c(S(=O)(=O)N2CCOCC2)c1)NCc1ccc(Cl)cc1,0,5,1,-12,2,0,-18,2,-1,3,1
O=C(CN1C(=O)CSCC1=O)NCc1ccc(F)cc1,-5,-8,-3,-12,-8,-32,-14,13,-2,2,-23
Cc1cc([N+](=O)[O-])cc([N+](=O)[O-])c1NCC(C)C,0,-1,6,4,-3,0,-1,6,10,16,-2
Cc1ccc(/C=C/S(=O)(=O)NCC(=O)OCC(=O)Nc2c(F)cccc2F)cc1,-14,-24,-15,55,2,6,-6,-24,-6,-12,-30
CC1=C([N+](=O)[O-])C(c2ccccc2C(F)(F)F)NC(=O)N1C (stereo not drawn),-17,9,-9,13,26,-12,5,-7,10,14,-9
O=C(CCC1CCCC1)NCCS(=O)(=O)N1CCN(c2ccc(F)cc2)CC1,1,6,7,3,5,1,-18,-13,0,23,-28
CC1CN(c2ccc(NS(=O)(=O)c3ccccc3)cc2C(=O)O)CC(C)O1 (stereo not drawn),-10,1,33,1,2,-17,27,9,-12,3,-1
CCOC(=O)C1CCN(S(=O)(=O)c2ccc3c(c2)CCN3C(=O)C2CCC2)CC1,1,7,-18,-8,.,24,8,.,-12,-4,3
C/C(Cn1cnc([N+](=O)[O-])n1)=N\NC(=O)c1ccncc1,12,-3,-3,-16,-6,1,-1,0,28,-9,1
C=C[C@@H]1c2cc(C)ccc2N(S(=O)(=O)c2ccc(C)cc2)[C@H](c2ccccc2C(F)(F)F)C1(C#N)C#N,11,13,4,22,1,-12,12,5,26,2,-3
CC(=O)Nc1ccc(NC(=O)C(C)n2nc([N+](=O)[O-])c(Br)c2C)cc1 (stereo not drawn),-3,1,-1,-31,17,5,-2,1,4,6,11

# Filtered by structure: the compounds so far with four or more nitrogen atoms.
SMILES,KKLEB cytotox,LMP1 NFkB inh,CF NFkB block,LRH-1 inv ag,NR2F2 inh,TROY NFkB inh,TWEAK Fn14 block,SRC2 inh,TRAIL sens C8,NCOA3 inh,SRC1 inh
O=C(Cn1cnc2ccccc21)N1CCN(S(=O)(=O)c2ccccc2)CC1,7,-4,-8,3,-10,14,18,2,2,-2,12
CCOc1ccc(C(=O)N2CCN(c3ncccn3)CC2)cc1,-2,-25,6,.,13,-20,-14,-11,-2,.,.
Cc1ccccc1C(=O)NNC(=O)C1CCN(C(=O)Nc2ccccc2)CC1,-4,6,7,-5,3,5,-9,8,3,10,-2
COc1cccc(-c2cnc3c(NC(C)=O)cc(-c4cccc(NS(C)(=O)=O)c4)cn23)c1,-5,.,-4,16,-6,6,17,-37,4,-57,-4
Cc1ccc(C)c(Cn2nnc3c(=O)[nH]c(C4CCN(C(=O)c5ccco5)CC4)nc32)c1,-32,-13,7,14,15,-5,9,-26,-24,-5,-17
O=C(NCCC(=O)N1CCN(c2ncccn2)CC1)c1ccccc1Cl,9,3,-10,8,8,14,2,2,-14,24,-25
O=C(CN1CCN(CC(=O)Nc2ccccc2C(F)(F)F)CC1)Nc1ccccc1F,-4,7,7,10,-13,-4,-13,-2,-7,7,-10
C/C(Cn1cnc([N+](=O)[O-])n1)=N\NC(=O)c1ccncc1,12,-3,-3,-16,-6,1,-1,0,28,-9,1
CC(=O)Nc1ccc(NC(=O)C(C)n2nc([N+](=O)[O-])c(Br)c2C)cc1 (stereo not drawn),-3,1,-1,-31,17,5,-2,1,4,6,11
